KOR beta-arrestin-1 – KOR antagonists, beta-arrestin recruitment, cell-based, luminescence, uHTS (AID 1778); KOR beta-arrestin recruitment, luminescence, antagonist mode; higher % means a stronger effect; inhibition, % at 10 µM, or IC50 in µM where a hit was titrated; 290,000 tested, 0.091% active; in the data active = inhibition above about 50%; also: strong numbers were not always called active
GPR55 activation – selective activators of receptor GPR55 – imaging, U2OS cells, beta-arrestin-GFP redistribution, primary screen (AID 1961); 290,000 tested, 0.048% active; activation, % at 10 µM, or EC50 in µM where a hit was titrated; U2OS GPR55 beta-arrestin-GFP redistribution imaging; higher % means a stronger effect;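 active = activation above 40% with more than 50 cells counted in the well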;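 also: U2OS osteosarcoma cells stably expressing GPR55 and beta-arrestin-GFP; plate controls were DMSO negative control for no effect and LPI positive control for full effect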
Salmonella PhoP GFP – inhibitors of PhoP regulon expression, primary screen, Salmonella Typhimurium, GFP reporter (AID 1863) | S. Typhimurium PhoP-regulated promoter GFP reporter, 4 h; higher % means a stronger effect | inhibition, % at 50 µM, or IC50 in µM where a hit was titrated | 300,000 tested, 0.16% active;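 active = inhibition over 29.93%, a cutoff 3 SD above the screen mean, later confirmed by dose response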;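 also: 0% = low Mg2+ inducing control and 100% = high Mg2+ repressing control; strong numbers were not always called active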
T cell HTS – T cell immune modulation candidate. calls only at 7 µM. 2C CD8+ T cell-vesicle binding, flow cytometry; stronger effect = lower value. 330,000 tested, 0.068% active;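 active = response, share of CD8 T cells binding vesicles, and their 90th percentile fluorescence all below set limits, cut at about 80% in these data, passing the limit was not always enough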
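Assay system – 2C mouse CD8+ T cells · Also added – QL9-loaded Drosophila micro-vesicles · Timing – Cell–vesicle co-incubation 1.5 h at 37 °C, staining 20 min on ice · Signal – flow cytometry of vesicle-bound cells · Measure – percent CD8+ FL2 mean versus row control · Controls – Peptide-free naked vesicles (low) and QL9 vesicles with 0.7% DMSO vehicle (high)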
NTR1 agonist – agonists of NTR1, primary screen, imaging, U2OS cells, beta-arrestin-GFP, high content (AID 493036); P30989; NTR1-U2OS beta-arrestin-GFP spot imaging, agonist mode; activation, % at 20 µM; 330,000 tested, 0.17% active;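 active = activation at or above 40% of the spot to cytoplasm intensity ratio, with at least 20 cells analyzed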;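 also: 0% = DMSO without peptide and 100% = 100 nM NTR1 peptide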
Target sequence (P30989 whole entry, looked up): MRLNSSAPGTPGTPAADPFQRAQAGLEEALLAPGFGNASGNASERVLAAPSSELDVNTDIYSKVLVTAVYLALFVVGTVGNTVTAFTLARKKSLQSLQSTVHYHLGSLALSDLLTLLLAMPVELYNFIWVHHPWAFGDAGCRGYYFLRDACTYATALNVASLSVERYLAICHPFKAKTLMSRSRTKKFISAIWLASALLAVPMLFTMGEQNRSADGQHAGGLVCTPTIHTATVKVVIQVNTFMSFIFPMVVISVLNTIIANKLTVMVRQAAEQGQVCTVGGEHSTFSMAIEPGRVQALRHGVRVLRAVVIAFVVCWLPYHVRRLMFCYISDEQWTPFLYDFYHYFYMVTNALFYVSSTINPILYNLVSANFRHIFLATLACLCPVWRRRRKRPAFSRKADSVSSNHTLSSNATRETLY
GPR35 arrestin U2OS – GPR35 antagonists blocking zaprinast-driven arrestin recruitment, primary screen, imaging, U2OS, beta-arrestin-GFP, zaprinast agonist (AID 2058) | inhibition, % at 10 µM; hits with a dose series show IC50 in µM | U2OS GPR35 beta-arrestin-GFP translocation imaging, zaprinast antagonism; higher % means a stronger effect | 290,000 tested, 0.052% active;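 active = inhibition of at least 50% with at least 30 cells and total cytoplasm GFP at most 10,000,000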
KOR beta-arrestin-2 – KOR agonists, beta-arrestin recruitment, primary screen, cell-based, luminescence, uHTS (AID 1777); KOR beta-arrestin recruitment, luminescence; higher % means a stronger effect; activation, % at 10 µM, or EC50 in µM where a hit was titrated; 280,000 tested, 0.02% active; in the data active = activation above about 50%, passing the limit was not always enough; also: a part of the inactive calls stands beside numbers as strong as those of hits
West Nile virus CPE – inhibition of WNV-induced cytopathic effect – cell-based, CPE readout (AID 1621) | CPE inhibition, % at 10 µM; hits with a dose series show IC50 in µM | 290,000 tested, 0.02% active | West Nile virus-infected cells, CPE inhibition; higher % means a stronger effect; in the data active = a potency from the dose series; also: strong numbers were not always called active
GPR55 LPI antagonism – GPR55 antagonists blocking LPI-driven arrestin recruitment, primary screen, imaging, U2OS, beta-arrestin-GFP, LPI agonist (AID 2013); U2OS GPR55 beta-arrestin-GFP translocation imaging, LPI antagonism; higher % means a stronger effect; inhibition, % at 10 µM, or IC50 in µM where a hit was titrated; 290,000 tested, 0.13% active;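 active = spots per cell inhibited over 60%, with over 100 cells counted and total cytoplasm intensity under 500,000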;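 also: U2OS cells stably carrying GPR55 and arrestin-GFP stimulated by 5 µM LPI near EC80; imaged beta-arrestin-GFP aggregate spots per cell after agonist stimulation; plate controls were LPI-stimulated DMSO wells for no effect and DMSO wells without LPI for full effect; some results filed as inactive read as strong as hits; confirmed hits need IC50 under 10 µM and bright autofluorescent wells are also inconclusive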
T cell HTS vesicle-bound % – also measured in T cell HTS; calls as there; double positive events, %; measured here: CD8+ vesicle-bound cell fraction;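 binding gate set so that unloaded-vesicle control wells show 10% double positive cells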
NTR1 agonist cell count 20 µM – second read-out of NTR1 agonist, no call of its own (marks repeat the call); cell count; measured here: cell count, cytotoxicity flag
* marks the source's active call; other numbers are inactive results; i = inactive; . = not tested or not shown; [ ] = dose if it differs, or a comment.

SMILES	KOR beta-arrestin-1	GPR55 activation	Salmonella PhoP GFP	T cell HTS	T cell HTS vesicle-bound %	NTR1 agonist	NTR1 agonist cell count 20 µM	GPR35 arrestin U2OS	KOR beta-arrestin-2	West Nile virus CPE	GPR55 LPI antagonism
COC(=O)CC1COc2ccccc2N1C(=O)c1ccc(OC)cc1 (centres undefined)	-16%	0.0%	-11%	i	48	1.1	79	7%	-1.1%	-0.7%	10%
COc1ccccc1CNC(=O)C(CC(C)C)NS(=O)(=O)c1ccc2c(c1)oc(=O)n2C (centres undefined)	10%	-0.1%	18%	i	55	0.1	100	9%	0.9%	0.1%	5%
COC(=O)[C@@]1(Cc2ccc(F)cc2)[C@H]2c3cc(C(=O)N4CCCC4)n(CCc4ccccn4)c3C[C@H]2CN1C(=O)c1ccccc1	5%	-0.1%	4%	i	33	-0.2	54	-11%	-0.5%	-0.7%	6%
O=C(/C=C/c1ccccc1)N1CCN(c2c(Cl)cccc2[N+](=O)[O-])CC1	-7%	-0.3%	34%	i	24	2.0	63	13%	9.1%	-2.1%	-3%
Cc1ccc(NC(=O)c2c([N+](=O)[O-])cnn2C)cc1C	17%[20 µM]	-0.1%	-1%	i	49	-0.4	84	-4%	-6.1%	1.3%	-4%
C#CCOCCOCCOCCNc1nc(N2CCOCC2)nc(N2CCN(C(=O)Cn3cc(CC(C)O)nn3)CC2)n1 (centres undefined)	-43%	0.2%	-4%	i	16	-0.6	59	-18%	2.2%	1.5%	4%
COC(=O)/C(=C\c1cccnc1)NC(=O)c1ccc(OCc2ccccc2)cc1	-23%	-0.2%	1%	i	11	0.5	78	24%	5.0%	0.4%	-5%
CCc1noc(C)c1C(=O)N(CCOC)c1c(N)n(CC(C)C)c(=O)[nH]c1=O	-29%	-0.1%	-4%	i	64	-1.4	62	-4%	17%	-0.6%	0%
CC(=O)c1cccc(OCc2cc(C(=O)N3CC4C[C@@H]5CC3C[C@H](C4)C5)no2)c1	6%	0.2%	2%	i	50	0.4	61	19%	-5.9%	-1.2%	2%
COc1ccc(NC(=O)C2CC(=O)n3c(nc4ccccc43)N2)cc1 (centres undefined)	14%	2.3%	7%	i	19	-0.2	56	19%	2.8%	0.1%	4%
CC(C)NC(=O)c1ccccc1NC(=O)/C=C/c1cccc([N+](=O)[O-])c1	9%	0.1%	-16%	i	5	6.4	49	4%	-1.7%	0.0%	9%
O=C(Nc1ccncc1)C1CC1c1ccccc1 (centres undefined)	-52%	0.0%	0%	i	27	2.1	66	0%	3.0%	-0.6%	-16%
CCn1c(SCC(=O)Nc2ccc3c(c2)OCO3)nnc1C(C)C	-5%	0.3%	4%	i	18	1.8	67	-7%	-2.1%	-0.3%	6%
Cn1c(CN2CCCCC2)nc2cc(NC(=O)c3cccs3)ccc21	-12%	-0.2%	13%	i	26	0.6	41	8%	0.2%	-0.3%	10%
NC(=O)CCN1CCN(C(=O)c2ccc3nc(Cc4cccc(Cl)c4)oc3c2)CC1	28%	-0.1%	1%	i	25	-2.1	62	10%	-2.0%	-0.4%	10%

The list goes on.
SMILES	KOR beta-arrestin-1	GPR55 activation	Salmonella PhoP GFP	T cell HTS	T cell HTS vesicle-bound %	NTR1 agonist	NTR1 agonist cell count 20 µM	GPR35 arrestin U2OS	KOR beta-arrestin-2	West Nile virus CPE	GPR55 LPI antagonism
COc1ccc(NC(=O)C2CCCN2C(=O)Nc2ccccc2)cc1OC (centres undefined)	-14%	0.2%	0%	i	6	-2.0	78	-6%	8.7%	0.2%	4%
Cc1ccc(CCNC(=O)C2CCN(S(=O)(=O)N3CCCCC3)CC2)cc1	-51%	-0.2%	-3%	i	32	-0.9	54	-3%	2.9%	0.3%	-27%
Cc1ccc(CNC(=O)CC(C)S(=O)(=O)c2cc3c(cc2C)NC(=O)CO3)cc1 (centres undefined)	-3%[20 µM]	-0.3%	.	i	46	3.3	63	-4%	-3.1%	-0.9%	6%
Cc1ccc(S(=O)(=O)NCC(C)NC(=O)CN2CCOCC2)cc1 (centres undefined)	2%	0.5%	4%	i	46	0.3	56	18%	-0.8%	0.5%	-5%
Cc1ccc(S(=O)(=O)N2CCOCC2)cc1C(=O)Nc1ccc(-c2cn3ccsc3n2)cc1	-9%	0.2%	14%	i	63	3.7	68	8%	4.4%	1.4%	0%
O=C(c1ccc(Br)s1)N1CCc2ccccc2C1	-18%	-0.1%	-4%	i	62	1.0	64	-4%	4.5%	0.2%	0%
COC(=O)c1cc(NC(=O)C2CC(=O)NC(=NCc3ccc(OC)cc3)S2)cc(C(=O)OC)c1 (centres undefined)	-17%	-0.1%	-6%	i	37	1.0	19	4%	-0.8%	-0.1%	-4%
COc1ccccc1NC(=O)C(=O)N1CCCC1	-22%	-0.3%	-2%	i	12	-0.7	40	10%	5.0%	0.8%	-4%
COc1ccc(-c2cc(C(F)(F)F)nc(-n3ccnc3)n2)cc1	11%	-0.5%	-6%	i	60	5.7	66	-3%	3.8%	-0.5%	-6%
O=C(NCCCNC(=O)c1cncc(O)c1)c1cncc(O)c1	-19%	0.0%	-3%	i	53	-1.0	35	-8%	0.4%	0.4%	2%
COc1ccccc1-c1csc(-n2ncc(C#N)c2N)n1	-36%	0.2%	13%	i	14	1.0	53	2%	2.1%	0.3%	-4%
O=C(Nc1cccc(C(=O)N2CCN(c3cccc(Cl)c3)CC2)c1)c1ccccc1	-40%	-0.2%	3%	i	41	12	84	-14%	5.9%	-0.7%	-5%
CCN(CC)CCCN(C(=O)c1ccc(Br)cc1)c1nc(-c2ccc(OC)cc2)cs1	-13%[20 µM]	-0.3%	0%	i	58	15	51	3%	-1.6%	-0.1%	15%
CCCCOc1ccc(/C=C2/Sc3ccccc3C2=O)cc1	-24%	-0.1%	-6%	i	34	-1.2	75	14%	-5.1%	-0.4%	-4%
O=C(N/C(=C/c1ccco1)C(=O)N1CCOCC1)c1ccccc1Br	5%	0.0%	11%	i	48	0.9	55	8%	3.0%	0.3%	-3%

Reprinted at random: 2 entries already listed, in no set order.
SMILES	KOR beta-arrestin-1	GPR55 activation	Salmonella PhoP GFP	T cell HTS	T cell HTS vesicle-bound %	NTR1 agonist	NTR1 agonist cell count 20 µM	GPR35 arrestin U2OS	KOR beta-arrestin-2	West Nile virus CPE	GPR55 LPI antagonism
Cc1ccc(CCNC(=O)C2CCN(S(=O)(=O)N3CCCCC3)CC2)cc1	-51%	-0.2%	-3%	i	32	-0.9	54	-3%	2.9%	0.3%	-27%
O=C(c1ccc(Br)s1)N1CCc2ccccc2C1	-18%	-0.1%	-4%	i	62	1.0	64	-4%	4.5%	0.2%	0%

The list continues.
SMILES	KOR beta-arrestin-1	GPR55 activation	Salmonella PhoP GFP	T cell HTS	T cell HTS vesicle-bound %	NTR1 agonist	NTR1 agonist cell count 20 µM	GPR35 arrestin U2OS	KOR beta-arrestin-2	West Nile virus CPE	GPR55 LPI antagonism
COc1ccccc1NC(=S)NNC(=O)c1ccncc1	23%	0.1%	-6%	i	61	0.6	89	14%	-9.0%	-0.3%	4%
CCCNC(=O)NC1C(NC(=O)NCCC)N(C)C(=O)N1C (centres undefined)	12%	-0.2%	6%	i	17	0.2	39	23%	0.0%	0.5%	5%
O=C(COC(=O)c1ccccc1NS(=O)(=O)c1ccc(Cl)cc1)NCc1ccccc1	-20%	-0.2%	0%	i	0	4.0	54	10%	7.3%	-0.8%	-4%
CC(Cc1ccccn1)NC(=O)CCc1nnc(C2CCCCC2)o1 (centres undefined)	-17%	0.2%	-2%	i	45	0.0	77	1%	2.1%	0.2%	-7%
O=C(C[n+]1ccccc1)N/N=C/c1cc(Br)cc(Br)c1O	3%	0.0%	7%	i	10	-1.3	86	2%	3.0%	-0.1%	-4%
CC(=O)NS(=O)(=O)c1ccc(NC(=O)/C=C/c2ccc(C)o2)cc1	3%[20 µM]	0.2%	-1%	i	35	2.5	51	10%	-8.4%	0.4%	6%
Cc1ccc2nc(C3CCN(C(=O)c4ccco4)CC3)[nH]c2c1	-8%	0.2%	-6%	i	33	1.1	49	11%	5.5%	-0.1%	-5%
CCOC(=O)C1CCN(S(=O)(=O)c2cc3c4c(c2)C(C)C(=O)N4CCC3)CC1 (centres undefined)	-30%	-0.1%	-8%	i	22	0.4	59	12%	-5.7%	0.3%	20%
Cc1cc(C)n(Cc2ccccc2Cl)n1	-33%	-0.3%	-7%	i	18	0.1	48	4%	3.7%	0.4%	13%
O=C(Nc1ccc2ccccc2c1)NC1CCS(=O)(=O)C1 (centres undefined)	-22%[20 µM]	-0.1%	6%	i	64	-0.6	86	3%	.	-0.8%	14%
CC(C)(C)n1cnc2cc(NC(=O)c3ccccc3)ccc21	10%	0.0%	3%	i	40	0.8	53	2%	-1.2%	-0.7%	11%
O=C(NC(NCc1ccccc1)C(Cl)(Cl)Cl)c1cccnc1 (centres undefined)	-19%	-0.1%	16%	i	36	-1.3	92	4%	2.1%	0.3%	16%
CC(C)(C)OC(=O)N1CCOCCOCCNCCOCCOCC1	-12%	-0.2%	-2%	i	38	-0.9	38	18%	7.4%	0.0%	20%
CN(c1ccccc1)c1nc(N)c([N+](=O)[O-])c(NCCO)n1	8%	0.3%	-8%	i	24	0.5	52	6%	3.7%	0.0%	-6%
CC(=O)N1CCC(c2c[nH]c3ccccc23)CC1	4%	-0.4%	-7%	i	52	0.3	51	0%	0.3%	0.0%	-2%
Cc1ccc(Nc2nnc(SCC(=O)Nc3cccc(S(=O)(=O)N4CCCCC4)c3)s2)cc1	12%	0.3%	-8%	i	31	4.1	54	-1%	-0.4%	-0.9%	5%
Oc1c(Br)cc(Br)cc1C=Nc1cccnc1	45%	-0.1%	2%	i	57	1.7	91	-34%	5.0%	-0.2%	-3%

Compound activity as filed in PubChem BioAssay.

Not a hit list. Share with any hit: about 0.62%.
